HTT aggregate – inhibitors of mutant huntingtin aggregate formation in PC12 cells; Potency, µM (titrated, usually from 46.1 µM), inactives show at the top dose activity change, negative = inhibition, actives largely listed as inhibitors; AID 1688; PC12 HttQ103-GFP aggregates, Acumen cytometry, 40 h; hit rate 1.1% among 220,000; further: potency means the concentration at half of the fitted maximal effect; on the % scale 0 is the no-effect control and ±100 the full control effect; nearly all actives have a fitted effect of over 60% in size
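Using laser scanning cytometry, GFP-positive aggregates were counted after lysis of PC12 cells induced with 100 nM tebufenozide to express HTT exon 1 Q103–GFP. Compounds were tested in titration.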
Luc counter – blocks Kinase-Glo luciferase, a counter-screen artifact; Potency, µM (titrated, usually from 38.3 µM), for inactives: at the highest dose activity change, negative = inhibition, actives largely listed as inhibitors; Kinase-Glo luciferase, ATP luminescence, 8 min; hit rate 0.28% among 200,000; Q27757; further: potency means the concentration at half of the fitted maximal effect; on the % scale 0 is the no-effect control and ±100 the full control effect; nearly all actives have a fitted effect of over 60% in size
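Luminescence was the read-out, taken after 8-minute incubation at ambient temperature. Luciferase turned over luciferin with 10 uM ATP in imidazole pH 7.2 buffer containing KCl, MgCl2, Tween 20 and BSA.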
SMN2 splice up – increases expression of the SMN2 splice variant | HEK293 SMN2-luciferase splicing reporter, luminescence, 30-36 h | Potency, µM (doses to about 46.1 µM), for the others: top-dose activity change, positive = activation, actives largely listed as activators | hit rate 2.8% among 210,000; further: potency means the concentration at half of the fitted maximal effect; % of control where 0% means no effect; nearly all actives have a fitted effect of over 55% in size
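HEK293 cells carry an SMN2 minigene-luciferase reporter in which exon 7 inclusion puts luciferase in frame. Cells were seeded at 2000 cells/well, attached for 10-12 hours, then exposed to compounds for 30-36 hours at 37C before ONE-Glo luminescence.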
CBFb RUNX1 block – inhibitors of human CBF-beta and RUNX1 interaction; Q01196+Q13951; AlphaScreen CBFb-His/RUNX1-biotin binding, biochemical; Potency, µM (doses to about 59.8 µM), for the others: top-dose activity, negative = inhibition, actives largely listed as inhibitors; 230,000 tested, under 10 active; AID 1477; further: % of control where 0% means no effect
Target sequence (Q01196 whole entry, looked up): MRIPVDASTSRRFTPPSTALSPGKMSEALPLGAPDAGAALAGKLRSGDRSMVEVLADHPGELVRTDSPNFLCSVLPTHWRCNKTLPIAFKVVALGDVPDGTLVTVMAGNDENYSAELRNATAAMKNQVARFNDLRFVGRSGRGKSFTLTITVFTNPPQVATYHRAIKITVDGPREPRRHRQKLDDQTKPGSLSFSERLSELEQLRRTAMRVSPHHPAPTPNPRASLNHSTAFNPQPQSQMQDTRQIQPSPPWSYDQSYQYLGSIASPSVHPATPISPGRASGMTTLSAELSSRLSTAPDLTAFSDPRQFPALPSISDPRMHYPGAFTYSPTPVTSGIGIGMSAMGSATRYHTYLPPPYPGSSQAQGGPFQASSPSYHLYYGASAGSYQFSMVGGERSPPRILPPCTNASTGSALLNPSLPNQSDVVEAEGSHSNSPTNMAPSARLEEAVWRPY
Target sequence (Q13951 whole entry, looked up): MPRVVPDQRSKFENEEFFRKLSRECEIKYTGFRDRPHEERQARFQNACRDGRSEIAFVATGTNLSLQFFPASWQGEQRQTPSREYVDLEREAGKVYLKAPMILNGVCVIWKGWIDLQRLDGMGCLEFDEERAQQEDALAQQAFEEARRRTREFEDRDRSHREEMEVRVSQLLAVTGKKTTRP
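AlphaScreen binding: CBFb-His and RUNX1-biotin (30 nM each) preincubated 20 min, compound added for 15 min, then nickel and streptavidin beads for 90 min, all at room temperature. Disruption of the interaction by any mechanism counts as activity.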
IMPase Li inh – cell-permeable IMPase inhibitors with lithium potentiation | hit rate 0.35% among 210,000 | Potency, µM (highest dose often 59.4 µM), inactives show at the top dose activity, negative = IMPase inhibition, actives largely listed as inhibitors | AID 1457 | CHO-M1 cells, IP1 TR-FRET (IP-One), carbachol + lithium;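 further: IP1 builds up when IMPase is blocked and the TR-FRET signal falls; potency means the concentration at half of the fitted maximal effect; plate controls were basal vehicle for no effect and high inhibitor control for full effect; nearly all actives have a fitted effect of over 50% in size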
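Readout is a homogeneous TR-FRET IP1 immunoassay (Ex 320, Em 665 and 620), where raised cytosolic IP1 lowers signal. Cells were CHO-M1 treated 30 min at 37C with test compounds plus a little lithium; AC50 values came from Hill-equation fitting.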
HTT cytoprotect – cytoprotection in Huntington HTT-Q103 PC12 cell model. PC12 HTT-Q103 induced, cytoprotection, ATP luminescence, 40 h. Potency, µM (doses to about 56.4 µM), for inactives: cytoprotection (ATP increase), hits mostly activators. hit rate 0.14% among 230,000. AID 1471;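 further: potency means the concentration at half of the fitted maximal effect; % of control where 0% means no effect; nearly all actives have a fitted effect of over 45% in size; toxic huntingtin expression switched on by the ecdysone agonist tebufenozide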
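PC12 cells with ecdysone-inducible HTT exon 1 Q103-GFP, induced with 100 nM tebufenozide and co-treated with library compounds in a dose series (1536-well, 1500 cells/well). Cytoprotection read as ATP content by ATPlite luminescence.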
Lamin A splicing – changes lamin A minigene splicing in HeLa cells | Potency, µM (titrated, usually from 46.1 µM), for the others: at the highest dose ratio change, negative = inhibition, hits mostly inhibitors | HeLa LMNA splicing GFP/RFP minigene ratio, 48 h | hit rate 0.01% among 200,000; active means well fitted inhibition curve with a large enough effect in the signal ratio, with a control signal flat, not every such curve was filed as active; inconclusive means small, poorly fitted or top-dose-only effect, or effect the other way, or a change in a side signal; the % refers to the signal ratio; further: potency means the concentration at half of the fitted maximal effect; on the % scale 0 is the no-effect control and ±100 the full control effect
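Read-out is the ratio of GFP to DsRed2 object intensity, acquired by 488 nm laser-scanning cytometry on HeLa lamin A-EGFP minigene reporter cells. Compound incubation 48 hrs at 37 °C in Opti-MEM with 2% FBS; DMSO 0.5% final.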
The depositor's hits bear a star; ? = inconclusive; . = not tested or not shown; [ ] = another dose, or the depositor's remark. Unless noted, the call rests on the fitted dose curve; in most records, active means well fitted curve in the direction sought with a large enough effect; inconclusive means small, poorly fitted or top-dose-only effect, or another doubt; inactive means no such curve, though single readings can be large; an effect the other way counts as inactive or inconclusive.

SMILES | HTT aggregate | Luc counter | SMN2 splice up | CBFb RUNX1 block | IMPase Li inh | HTT cytoprotect | Lamin A splicing
Cc1cnc(C(=O)Nc2nnc(SCc3c(Cl)cccc3Cl)s2)cn1 | ? | -1.4% | -13.1% | -22.9% | 2.3% | 4.5%[10 µM] | ?
CC1=Nc2ccccc2N=C(NC(=O)c2ccccc2)C1c1ccccc1 (centres undefined) | ? | -0.5% | 0.6% | -1.3% | 15.2% | -7.6% | .
COc1cc(NC(=O)c2ccco2)c(OC)cc1NC(=O)Nc1cccc(Cl)c1 | -9.6% | 2.5% | -6.0% | -7.0% | 13.9%[38.3 µM] | -22.7% | 7.9%
Cc1ccc(S(=O)(=O)NCCOCCNS(=O)(=O)c2ccc(C)cc2)cc1 | -2.8% | -0.5% | 10.7% | 11.3% | -2.3%[38.3 µM] | 8.4% | -9.8%
COc1cc2c(N3CCOCC3)cc(O)c(CC(=O)Nc3ccccc3)c2cc1OC | 6.3% | 0.6% | 2.8% | 2.0% | -1.7% | -0.7%[10 µM] | -7.6%
O=C(Cc1ccccc1)N/N=C/c1cccn1-c1ccc([N+](=O)[O-])cc1 | 28.7% | 1.2% | -21.9% | -1.3% | 13.4% | -10.1%[10 µM] | ?
c1cnn(-c2cncc(-n3cccn3)n2)c1 | -27.0% | -19.6% | . | 6.6% | -3.8% | -1.7% | .
Cc1nc2nc(SCC(=O)NCc3ccco3)nn2c(C)c1Cc1c(F)cccc1Cl | 3.5% | -2.2% | -13.9% | -6.9% | 2.8%[38.3 µM] | -28.3% | 1.1%
COc1ccccc1Oc1ccc(N/C=C/C(=O)C(C)(C)C)cc1 | -1.8%[9.22 µM] | 4.8% | -0.1% | 0.8% | 19.9% | -13.5%[10 µM] | ?
O=C(CO/N=C1\CCCc2nonc21)Nc1ccc(Br)cc1 | -5.9% | -1.5% | 5.1% | -1.5% | 6.0% | -17.1%[10 µM] | ?
Cc1cc(C)c(C(=O)CSc2nnc(C)c(=O)[nH]2)cc1C | -4.5% | -0.9% | -1.8% | -2.3% | 4.2% | -9.2% | 2.2%[46 µM]
CCOc1ccc(-n2c(C)cc(/C=N/N(C)C)c2C)cc1 | -18.2% | 1.2% | -6.0% | -24.1% | 11.5% | -56.7%[inhibitor][10 µM] | -3.7%[46 µM]
Cc1cccc(-c2cc(N)n(-c3ccccc3)n2)c1 | -11.4% | -23.7% | 11.2µM* | 2.2% | 15.6% | -133.0%[inhibitor] | .
Cc1ccc(Cn2nnc3c(=O)n(CC(=O)c4ccccc4)cnc32)cc1 | 3.3% | -1.7% | -18.7% | 3.2% | -17.6%[38.3 µM] | 9.8%[10 µM] | -2.6%
COc1ccccc1NC(=S)NC(=O)c1ccc(-c2ccc(Cl)cc2)o1 | -6.0% | 0.6% | -16.6% | -7.8% | -4.2%[38.3 µM] | -25.2% | 2.4%
CCN1CCN(C(=O)Nc2ccc(OC)cc2OC)CC1 | -9.5%[9.22 µM] | 1.7% | -11.8% | 6.7% | -4.6% | -4.1%[10 µM] | .
Cc1cccnc1NC(=O)C12CCC(C)(C(=O)O1)C2(C)C (centres undefined) | -3.5% | 2.0% | 0.0% | -3.0% | 10.9%[38.3 µM] | -17.4% | 2.1%
O=C(Nc1cccc2ccccc12)C1CCN(C(=O)NCc2ccccc2)CC1 | 9.3% | 0.2% | 3.6% | -0.2% | 5.7%[38.3 µM] | -24.4% | 6.4%
CCn1c(C)nc([N+](=O)[O-])c1Sc1ccc(F)cc1 | 29.8% | 1.6% | -1.7% | 1.3% | -3.5% | . | ?
COc1c(/C=N/NS(=O)(=O)c2ccc(C)cc2)c(CCN(C)C(C)=O)cc2c1OCO2 | 16.5%[9.22 µM] | . | . | 5.4% | . | 24.3%[10 µM] | .
CN(Cc1cc(Cl)cc(Cl)c1O)Cc1c(O)ccc2ccccc12 | . | -2.1%[7.66 µM] | -3.4%[9.22 µM] | . | -1.2% | 5.6%[10 µM] | .
CS(=O)(=O)c1ccc(Cl)c(NC(=O)CCl)c1 | 29.6% | . | . | -2.1% | -6.5% | -186.6%[inhibitor] | .
CCCCn1c(SCC(=O)Nc2cc(C)on2)nc2ccccc2c1=O | 20.1% | 6.2% | 12.5% | 3.1% | 5.62µM* | -4.4%[10 µM] | -6.7%
CC(C)(C)c1ccc(OCC(=O)NNC(=O)C2CCCO2)cc1 (centres undefined) | 0.4%[9.22 µM] | 1.3% | . | 6.0% | 3.6% | 16.2%[10 µM] | -5.8%[46 µM]
O=C(O)c1cccnc1Sc1ccccc1Cl | 7.2%[9.22 µM] | . | . | -16.2% | . | 13.0%[10 µM] | 24.2%[46 µM]

Overlap with the part before: two entries, then new ones.
SMILES | HTT aggregate | Luc counter | SMN2 splice up | CBFb RUNX1 block | IMPase Li inh | HTT cytoprotect | Lamin A splicing
CC(C)(C)c1ccc(OCC(=O)NNC(=O)C2CCCO2)cc1 (centres undefined) | 0.4%[9.22 µM] | 1.3% | . | 6.0% | 3.6% | 16.2%[10 µM] | -5.8%[46 µM]
O=C(O)c1cccnc1Sc1ccccc1Cl | 7.2%[9.22 µM] | . | . | -16.2% | . | 13.0%[10 µM] | 24.2%[46 µM]
CCCCN(CC(=O)NCc1ccc(Cl)cc1)S(=O)(=O)c1ccc2c(c1)OCCO2 | 8.1% | -3.2% | -7.3% | 11.2% | 7.5% | 1.4%[10 µM] | ?
O=C(Cn1cnc2cc([N+](=O)[O-])ccc2c1=O)Nc1ccccc1Cl | 21.1%[9.22 µM] | . | . | -14.2% | . | 18.5%[10 µM] | -6.8%[46 µM]
Cn1c(N=Nc2ccccc2)nc2ccccc21 | -19.7% | 0.891µM* | 0.631µM* | 0.4% | 32.7%[activator] | . | ?
COC(=O)c1cccc(C23CC4(C2)[C@H](CN(CC2CCCCC2)[C@@H]4c2ccccc2)C3c2ccc(C(F)(F)F)cc2)c1 (some centres undefined) | . | -5.3% | -24.9% | -0.9% | 5.6% | -14.8% | .
CCOC(=O)c1sc2nc(C)cc(C)c2c1NC(=O)c1ccco1 | 6.6% | -5.0% | 3.3% | 2.7% | -2.3%[38.3 µM] | -14.1%[10 µM] | 6.3%
Cc1cccc(NC(=S)NC2CCCCCC2)c1C | 0.9% | -2.3% | . | -11.2% | 10.1% | -0.7%[10 µM] | ?
COc1ccc2c(c1)CCc1c(C(=O)N3CCOCC3)noc1-2 | -21.0% | -2.0% | 12.6µM* | 0.4% | 6.2% | 24.7%[10 µM] | -13.0%
Cc1[nH]c2ccccc2c1CN1CCc2ccccc2C1 | ? | -5.7% | -0.7% | -7.3% | 3.9%[38.3 µM] | -30.9%[10 µM] | ?
O=C(O)CCCCn1cnc2c(=S)nc[nH]c21 | . | -8.2%[7.66 µM] | -6.0%[9.22 µM] | . | -2.0% | -3.6%[10 µM] | .
Cc1cccc(NC(=S)NCC(c2cccnc2)N(C)C)c1C (centres undefined) | ? | 3.1% | 21.5% | 3.8% | 13.8% | 10.0%[10 µM] | -13.8%
CCSc1nnc(NC(=O)C2C3CCC(C3)C2C(=O)O)s1 (centres undefined) | 13.3%[9.22 µM] | 0.7% | -3.6% | 3.0% | 0.4% | -22.8%[1.9 µM] | 7.2%[46 µM]
COc1ccc(OCc2n[nH]c(=S)n2Cc2ccco2)cc1 | 9.3% | -0.9% | 13.4% | -12.3% | -2.4% | -13.3% | .
COCCCn1c(SCc2cccc(OC)c2)nc2cc(OC)c(OC)cc2c1=N | -20.8% | -1.2% | -3.6% | -7.6% | 6.7%[38.3 µM] | -61.0%[inhibitor] | 6.5%
COc1ccccc1N1CCN(Cc2cc(Br)c(O)c3ncccc23)CC1 | 10µM* | 1.0% | -62.6%[inhibitor] | ? | -5.6%[38.3 µM] | -49.7%[inhibitor] | ?
O=C(COC(=O)CCS(=O)(=O)c1ccc(Cl)cc1)Nc1ncc(Cl)cc1Cl | 11.4% | 1.8% | -8.7% | 2.1% | 3.5%[38.3 µM] | 10.5%[0.074 µM] | 8.0%
CCOC(=O)Cn1c(=O)cc(C)c2ccccc21 | 9.8%[9.22 µM] | 3.3% | -3.4% | 5.9% | 0.9% | -10.7% | ?
Cc1cc(Br)ccc1OCCCCN1CCCCC1 | -4.8%[9.22 µM] | -8.5% | -22.5% | 11.3% | 28.4% | 10.0%[10 µM] | .
c1ccc2c(-c3nnc4n3CCCCC4)c[nH]c2c1 | ? | -1.6% | -22.2% | 4.0% | -13.8%[38.3 µM] | -4.1%[10 µM] | -14.4%
CN1CCN(CC(=O)N2CCn3c4c(c5cc(C6CCCCC6)ccc53)CCCC42)CC1 (centres undefined) | ? | 4.6% | 1.4% | ? | 47.1%[activator][38.3 µM] | -95.6%[inhibitor] | ?
CC(O)[C@@H](O)[C@H]1CNc2nc(N)[nH]c(=O)c2N1 (some centres undefined) | . | -1.0% | -9.9% | -3.2% | 5.4% | . | ?
NC(=NCCc1c[nH]c2ccccc12)NC(=O)c1ccc(Cl)cc1 | 31.4%[9.22 µM] | -0.6% | . | -6.7% | 27.7% | 44.7%[10 µM] | .
Cc1ccc(S(=O)(=O)N2CCCCC2)cc1NC(=O)Cn1ccc(C(F)(F)F)n1 | 3.4% | -1.3% | -16.3% | 3.1% | -2.8% | -49.3%[inhibitor] | .
CCCc1oc(C(=O)O)cc1CN1CCOCC1 | 11.8% | -2.6% | -0.7% | 1.1% | 7.4%[38.3 µM] | 3.8%[10 µM] | 8.7%
COCCn1c(SCC#N)nnc1-c1ccccc1O | -12.4% | 1.8% | ? | 5.1% | 1.0%[38.3 µM] | -9.9%[10 µM] | -1.2%
COc1ccccc1NC(=S)N(CCCN1CCOCC1)Cc1ccccn1 | 14.4% | -1.0% | 9.9%[1.84 µM] | -6.4% | -6.8% | -9.2%[10 µM] | -1.2%
CCc1ccc(NC(=S)NC2CCN(Cc3ccccc3)CC2)cc1 | ? | -1.4% | -25.1% | 8.2% | 10.6% | 25.8%[10 µM] | ?
O=C(COC(=O)c1ccc(S(=O)(=O)NCc2ccco2)cc1)NCCC1=CCCCC1 | 23.1% | 2.6% | 2.2% | -2.6% | 18.1%[38.3 µM] | -7.5%[10 µM] | 12.0%
